Screening results: PubChem, National Center for Advancing Translational Sciences (NCATS)
FLuc counter: inhibits or activates purified firefly luciferase, miR-21 counter-screen | Potency, µM (top dose mostly 57.5 µM), without a hit: top-dose activity change, negative = inhibition, actives largely listed as inhibitors | purified FLuc, Km substrates, luminescence inhibition | P08659 | hit rate 6.9% among 360,000;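 also: potency is read from the fitted curve at half-maximal effect; plate controls were vehicle for no effect and reference inhibitor for full effect; nearly all actives have a fitted effect of over 55% in size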
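Biochemical qHTS of compounds, final roughly 60 µM downward over six points, against 10 nM purified firefly luciferase using Km concentrations of substrates (10 uM D-luciferin, 10 uM ATP) in Tris acetate pH 7.5 buffer; luminescence output.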
NPC1 promoter act: activators of NPC1 promoter; hit rate 2.4% among 320,000; Potency, µM (titrated, usually from 9.22 µM), without a hit: top-dose activation, actives largely listed as activators; Huh7 NPC1 promoter luciferase reporter, 24 h;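 also: potency is read from the fitted curve at half-maximal effect; % of control where 0% means no effect; nearly all actives have a fitted effect of over 60% in size; reporter is driven by a mutant NPC1 promoter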
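Readout is luciferase luminescence, reflecting NPC1 promoter activation in stably transfected Huh7 cells after 24 h compound exposure at 37 °C in reduced-serum medium with 10% FBS.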
VP16 counter: counter-screen for ROR gamma inhibitors: Gal4-VP16 reporter; Drosophila S2 Gal4-VP16 UAS-luciferase, luminescence, 20 h; Potency, µM (highest dose often 53.6 µM), for inactives: top-dose activity, negative = inhibition, most hits filed as inhibitors; hit rate 3.5% among 310,000; AID 2546;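 also: Gal4-VP16 expression switched on by copper sulfate through the metallothionein promoter; potency is read from the fitted curve at half-maximal effect; % is scaled to controls: 0 for no effect and ±100 for the full control effect; nearly all actives have a fitted effect of over 50% in size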
Tb PFK inh: T. brucei PFK enzyme inhibition; hit rate 0.17% among 330,000; T. brucei PFK, ADP-Glo luminescence; AID 485367; O15648; Potency, µM (top dose mostly 57.5 µM), without a hit: at the highest dose activity, negative = inhibition, usual class: inhibitors;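 also: potency is read from the fitted curve at half-maximal effect; 0% = uninhibited 1x PFK enzyme wells and -100% = no-enzyme wells; nearly all actives have a fitted effect of over 60% in size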
Target sequence (O15648 whole entry, looked up): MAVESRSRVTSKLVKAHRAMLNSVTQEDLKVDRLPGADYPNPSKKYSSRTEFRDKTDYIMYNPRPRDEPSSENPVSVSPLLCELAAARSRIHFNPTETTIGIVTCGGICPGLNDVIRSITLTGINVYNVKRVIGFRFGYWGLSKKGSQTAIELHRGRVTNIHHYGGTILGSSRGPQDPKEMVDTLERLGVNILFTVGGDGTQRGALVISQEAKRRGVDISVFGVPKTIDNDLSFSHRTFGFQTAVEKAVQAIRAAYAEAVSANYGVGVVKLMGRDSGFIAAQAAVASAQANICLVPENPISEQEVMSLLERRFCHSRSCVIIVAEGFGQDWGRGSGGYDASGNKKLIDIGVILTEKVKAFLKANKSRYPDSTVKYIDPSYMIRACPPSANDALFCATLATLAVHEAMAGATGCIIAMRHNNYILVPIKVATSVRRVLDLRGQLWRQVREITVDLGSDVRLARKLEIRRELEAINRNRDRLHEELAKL
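PFK 1.25 nM, F6P 0.5 mM, ATP 0.1 mM, 0.1 M TEA pH 8.0, 5 mM MgCl2, 0.01% Tween20, 0.1% BSA; 45 min RT. ADP-Glo readout. qHTS titration up to 57 uM; curves fitted, compounds curve-classed.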
RORg inh: inhibitors of mouse ROR gamma transcriptional activity. P51450. Drosophila S2 Gal4-RORgamma UAS-luciferase reporter, 20 h. Potency, µM (highest dose often 53.6 µM), for the others: at the top dose activity change, negative = inhibition, actives largely listed as inhibitors. hit rate 5.4% among 310,000. AID 2551; also: potency is read from the fitted curve at half-maximal effect; % is scaled to controls: 0 for no effect and ±100 for the full control effect; nearly all actives have a fitted effect of over 60% in size
Target sequence (P51450 whole entry, looked up, the tested form may be a part): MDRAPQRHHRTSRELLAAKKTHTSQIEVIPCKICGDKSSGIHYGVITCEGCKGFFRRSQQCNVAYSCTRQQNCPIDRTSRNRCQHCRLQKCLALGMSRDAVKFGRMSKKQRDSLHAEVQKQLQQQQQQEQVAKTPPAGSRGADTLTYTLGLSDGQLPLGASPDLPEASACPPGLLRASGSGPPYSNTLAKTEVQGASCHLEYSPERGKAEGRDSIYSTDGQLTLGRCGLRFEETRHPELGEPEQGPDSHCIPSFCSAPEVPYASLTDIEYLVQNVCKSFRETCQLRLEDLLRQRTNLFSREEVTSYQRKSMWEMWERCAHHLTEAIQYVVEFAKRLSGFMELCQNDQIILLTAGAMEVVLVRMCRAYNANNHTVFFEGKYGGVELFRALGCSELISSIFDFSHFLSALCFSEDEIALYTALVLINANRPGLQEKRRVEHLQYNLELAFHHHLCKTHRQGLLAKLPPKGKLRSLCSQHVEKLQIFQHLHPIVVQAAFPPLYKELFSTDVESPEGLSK
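Drosophila S2 cells stably expressing Gal4-DBD/mouse RORγ fusion under metallothionein promoter plus UAS-luciferase; compound 1 h, then 700 uM CuSO4 induction for 20 h at ambient temperature; inhibition read as reduced luminescence.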
ELG1 genotox: genotoxicity induction in ELG1-luciferase HEK293T cells; hit rate 1.3% among 330,000; Potency, µM (doses to about 46 µM), for the others: at the top dose activity change, positive = activation, hits mostly activators; AID 504466; HEK293T ELG1-luciferase reporter, luminescence, 16 h; also: potency is read from the fitted curve at half-maximal effect; % of control where 0% means no effect; nearly all actives have a fitted effect of over 60% in size
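DMSO vehicle served as control against compound-treated ELG1-luciferase HEK293T cells; exposure lasted 16 hr at 37 °C and 5% CO2, followed by ONE-Glo luminescence detection after 30 min.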
BRCA1 expr act: BRCA1 expression activation; MCF7-BRCA1-FFLuc reporter, luminescence, 48 h; response scale: scaled: vehicle 0%, 10 µM genistein 100%; hit rate 1.1% among 380,000; Potency, µM (series often up to 46.1 µM), for inactives: at the top dose activation, most hits filed as activators; AID 624202; also: potency is read from the fitted curve at half-maximal effect; nearly all actives have a fitted effect of over 80% in size; some results filed as inactive show a strong effect at the top dose
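48 h compound treatment of MCF7-BRCA1-FFLuc cells (phenol-red free MEM, 37 °C), then 15 min with luciferase substrate and luminescence imaging.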
p53 reactivation: re-activators of mutant p53; hit rate 0.063% among 320,000; H1299 p53-A138V BP100-luciferase reporter, luminescence, 24 h; Potency, µM (series often up to 92.2 µM), for the others: top-dose activity change, positive = activation, most hits filed as activators; also: potency is read from the fitted curve at half-maximal effect; % of control where 0% means no effect; nearly all actives have a fitted effect of over 45% in size
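p53-null H1299 cells stably carrying temperature-sensitive p53-A138V and a BP100-luciferase reporter were pinned with compounds (4-point, 1:5 series) and held 24 hrs at 37 deg C. Luminescence was read 10 min after detection reagent.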
TRPV1 ag: activates the human vanilloid receptor TRPV1; hit rate 0.19% among 320,000; activation, % at 8.33 µM; TRPV1-expressing cells, Fluo-8 calcium influx, agonist mode; Q8NER1; in the data active = activation above about 80%; inconclusive = between about 30% and that limit; also: 0% is about no effect
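Cells expressing TRPV1 were dye-loaded with Fluo-8 and read kinetically: 10 s baseline, 3 min after compound (agonist portion), then 2 min after EC20 capsaicin (allosteric enhancer portion). Calcium-bound dye fluorescence at 480/520 nm.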
Rab9 prom act: activators of Rab9 promoter | Huh7 Rab9 promoter-luciferase reporter, luminescence, 24 h | Potency, µM (doses to about 9.22 µM), for inactives: at the highest dose activation, negative = inhibition, usual class: activators | hit rate 2.8% among 320,000 | AID 485297; also: potency is read from the fitted curve at half-maximal effect; % of control where 0% means no effect; nearly all actives have a fitted effect of over 60% in size
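Using Huh7 cells stably transfected with Rab9 promoter–luciferase, compounds were incubated 24 h at 37 °C, 5% CO2; luciferase luminescence was read 10 min after reagent addition.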
ELG1 repair inh: inhibitors of ELG1-dependent DNA repair in HEK293T cells. HEK293T ELG1-luciferase reporter, luminescence, 16 h; DNA damage induced by 5-fluorouridine. Potency, µM (titrated, usually from 46.1 µM), without a hit: top-dose activity change, negative = inhibition, usual class: inhibitors. hit rate 2.3% among 330,000. AID 504467; also: potency is read from the fitted curve at half-maximal effect; % is scaled to controls: 0 for no effect and ±100 for the full control effect; nearly all actives have a fitted effect of over 55% in size
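5-Fluorouridine DNA damage + compound/DMSO, 2,000 cells/well, 16 h, 37 °C/5% CO2. ONE-Glo, 30 min RT, luminescence. Readout = decrease in reporter signal.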
The depositor's hits bear a star; ? = inconclusive; nt = no result given. Unless noted, calls follow the shape of the dose curve; as a rule, active = well fitted curve in the direction sought with a large enough effect; inconclusive = small, poorly fitted or top-dose-only effect, or another doubt; inactive = no such curve, though single readings can be large; an effect the other way counts as inactive or inconclusive.

SMILES	FLuc counter	NPC1 promoter act	VP16 counter	Tb PFK inh	RORg inh	ELG1 genotox	BRCA1 expr act	p53 reactivation	TRPV1 ag	Rab9 prom act	ELG1 repair inh
Cc1ccccc1NC(=O)CCc1nnc2ccc(N3CCC4(CC3)OCCO4)nn12	-1%	2%	3%	-6%	-3%	0%	0%	-6%	-3	13%	-3%
Cc1cc(C(=O)O)cc(S(=O)(=O)Nc2ccccc2C(=O)NC2CC2)c1C	7%	-2%	nt	17%	nt	0%	-4%	-6%	-2	1%	16%
CCCN(CC(=O)Nc1ccccc1OC)C(=O)C1CCCC1	-2%	0%	nt	0%	nt	0%	-16%	-1%	2	-6%	4%
COc1ccc(CNC(=O)C2CCC(=O)N(CCCN3CCCC3=O)C2)c(OC)c1 (centres undefined)	-3%	-1%	-9%	0%	5%	9%	9%	2%	1	-3%	-3%
Cn1c(O)c(N=NC(=O)Cn2ccc(C(F)(F)F)n2)c2ccccc21	-2%	1%	5%	0%	-43%	-2%	-1%	-5%	-1	-4%	4%
CCc1c(C(=O)N/N=C/c2ccsc2)csc1C	?	-5%	-10%	-6%	?	11%	36%	19%	?	-4%	?
CCc1nc2cc(Cl)c(Cl)cc2nc1CC	-2%	-2%	-12%	1%	-24%	-1%	-13%	9%	0	-1%	4%
Cc1ccc(NC(=O)NC2=NN(c3ccccc3)C(=O)/C2=C2/CCCN2C)cc1	?	11%	12%	8%	?	7%	35%	1%	2	23%	11%
COCCN(Cc1cc2cc3c(cc2nc1Cl)OCO3)C(C)=O	?	-2%	-28%	18%	0%	2%	-6%	-3%	-4	-4%	-11%
Cc1c(C(=O)N2CCCC2)c(S(=O)(=O)NCCc2ccccc2)c(C)n1C	-1%	-1%	-3%	-5%	20%	0%	0%	0%	3	8%	1%
CN(c1ccccc1)S(=O)(=O)c1ccc(Cl)c(C(=O)NCCc2c[nH]c3ccccc23)c1	2%	7%	-2%	2%	?	-8%	-55%	0%	-2	-1%	18µM*
CC(C)c1[nH]nc2c1C1(CCN(Cc3ccccc3)CC1)C(C#N)=C(N)O2	4%	2%	6%	6%	4%	1%	5%	1%	-3	-3%	-4%
O=C(Nc1cccc2c1CCCC2)c1ccccc1Br	2%	-6%	-5%	-7%	-20%	9%	-3%	-3%	15	3%	9%
O=C(Nc1cc(=O)c2ccccc2o1)N1CCOCC1	4%	0%	-3%	0%	21%	-12%	-33%	-5%	0	1%	5.8µM*
O=C(CSc1ncnc2ccccc12)Nc1ccc2c(c1)OCCO2	17µM*	0%	-14%	-7%	17%	-9%	31%	2%	3	14%	12%
CC(=O)Nc1ccc(NC(=O)c2c(C)nn(Cc3ccccc3Cl)c2C)cc1	0%	1%	3%	-1%	-7%	5%	-28%	0%	0	4%	15%
CCN(CC(=O)NC(C)(C)C)Cc1nc2c(Br)cc(Br)cc2c(=O)[nH]1	2%	-1%	3.2µM*	-1%	0.71µM*	-6%	-19%	0%	6	-7%	-11%
c1ccc(C2=Nn3c(nnc3-c3ccccn3)SC2)cc1	0%	-1%	-3%	2%	-3%	1%	-11%	-4%	3	-5%	-1%
CCOC(=O)Cc1csc(NC(=O)CN(C)S(=O)(=O)c2ccc3c(c2)CCC(=O)N3)n1	-1%	2%	11µM*	-18%	?	-13%	-5%	2%	-5	-1%	?
O=C(CN1CCOCC1)Nc1ccc(C2CCCCC2)cc1	?	?	5%	3%	19%	?	77%	?	?	7%	?

RORg inh, hit marks shown above
SMILES	NPC1 promoter act	Tb PFK inh	RORg inh	BRCA1 expr act	p53 reactivation	TRPV1 ag	Rab9 prom act
CCN(CC(=O)NC(C)(C)C)Cc1nc2c(Br)cc(Br)cc2c(=O)[nH]1	-1%	-1%	0.71µM*	-19%	0%	6	-7%

Continued:
SMILES	FLuc counter	NPC1 promoter act	VP16 counter	Tb PFK inh	RORg inh	ELG1 genotox	BRCA1 expr act	p53 reactivation	TRPV1 ag	Rab9 prom act	ELG1 repair inh
COc1ccc(C2OCC3(CO2)SC(N)=NC3=O)cc1 (centres undefined)	1%	10%	-14%	-6%	9%	-3%	6%	2%	4	-18%	7%
CC(C)Nc1ccc(C(CC(N)=O)NC(=O)Cc2ccc(Cl)cc2)cc1[N+](=O)[O-] (centres undefined)	1%	-17%	-9%	-3%	?	9%	-16%	-3%	2	-14%	0%
CC(=O)C1=C(O)CC(C)(C)CC1=NCc1nc2ccccc2[nH]1	-1%	1%	1%	-1%	-4%	-8%	-24%	2%	1	-13%	2%
COc1ccc(C(C(=O)NCC2CCCO2)N(C(=O)CNC(=O)c2cccs2)c2ccccc2C)cc1OC (centres undefined)	3%	-4%	-6%	0%	1%	2%	-8%	-3%	-1	0%	1%
CCOc1cc(S(=O)(=O)Nc2ccc(CC)cc2)ccc1Cl	13%	0%	?	2%	?	-4%	-33%	-4%	12	-15%	-19%
CC(C)N(CCNC(=O)C1CCCN(c2ncnc3c2nc2n3CCCCC2)C1)Cc1ccccc1 (centres undefined)	1%	-3%	0%	1%	-4%	-2%	-7%	1%	17	-3%	0%
O=C(CSc1nc(-c2ccc(F)cc2)cs1)NCCN1C(=O)CSC1=O	?	20%	-17%	-11%	25%	1%	60%	5%	-1	19%	9%
COc1cc(/C=C2/C(=N)N3C=CSC3=NC2=O)ccc1OCCCOc1cc(C)ccc1C	5%	2%	11µM*	-1%	10µM*	6%	-44%	3%	2	9%	24%
CC1CN(CC(=O)Nc2cc(S(=O)(=O)N3CCCC3)ccc2Cl)CC(C)O1 (centres undefined)	0%	-3%	2%	-1%	20%	-4%	0%	-4%	1	-4%	?
COc1ccc(C(=O)N/N=C(\C)CC(=O)Nc2ccc(N(C)C)cc2)c(OC)c1	?	-2%	9%	4%	9%	6%	-13%	nt	0	9%	?
CCOc1ccccc1N1CCN(CC(=O)Nc2ccccc2C(=O)NC2CC2)CC1	nt	1%	nt	-4%	nt	-8%	-2%	-3%	8	0%	?
Cn1cc([N+](=O)[O-])c(C(=O)N2CCCCCC2)n1	1%	2%	-3%	9%	0%	8%	24%	8%	2	1%	2%
COc1cccc(CN2CCNC(=O)C2CC(=O)NCCCC2CCCC2)c1OC (centres undefined)	6%	-4%	4%	10%	41%	0%	-7%	-5%	1	13%	2%

Grouped by structure, the compounds so far with bromine (2)
SMILES	FLuc counter	NPC1 promoter act	VP16 counter	Tb PFK inh	RORg inh	ELG1 genotox	BRCA1 expr act	p53 reactivation	TRPV1 ag	Rab9 prom act	ELG1 repair inh
O=C(Nc1cccc2c1CCCC2)c1ccccc1Br	2%	-6%	-5%	-7%	-20%	9%	-3%	-3%	15	3%	9%
CCN(CC(=O)NC(C)(C)C)Cc1nc2c(Br)cc(Br)cc2c(=O)[nH]1	2%	-1%	3.2µM*	-1%	0.71µM*	-6%	-19%	0%	6	-7%	-11%

Retrieved by compound from the entries so far (four):
SMILES	FLuc counter	NPC1 promoter act	VP16 counter	Tb PFK inh	RORg inh	ELG1 genotox	BRCA1 expr act	p53 reactivation	TRPV1 ag	Rab9 prom act	ELG1 repair inh
COc1ccc(C(C(=O)NCC2CCCO2)N(C(=O)CNC(=O)c2cccs2)c2ccccc2C)cc1OC (centres undefined)	3%	-4%	-6%	0%	1%	2%	-8%	-3%	-1	0%	1%
O=C(CSc1nc(-c2ccc(F)cc2)cs1)NCCN1C(=O)CSC1=O	?	20%	-17%	-11%	25%	1%	60%	5%	-1	19%	9%
CCOc1cc(S(=O)(=O)Nc2ccc(CC)cc2)ccc1Cl	13%	0%	?	2%	?	-4%	-33%	-4%	12	-15%	-19%
CC(=O)C1=C(O)CC(C)(C)CC1=NCc1nc2ccccc2[nH]1	-1%	1%	1%	-1%	-4%	-8%	-24%	2%	1	-13%	2%
